# Apaf-1 inh: human Apaf-1 inhibition; reconstituted apoptosome caspase-3 activity, DEVD-Rh110 fluorescence; inhibition, % at 20 µM; 0.71% of 330,000 active; active means inhibition of at least 40% at 20 µM;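 further: plate controls were DMSO wells for no effect and DEVD-CHO caspase inhibitor wells for full effect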
#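 System – cell-free apoptosome with Apaf-1, procaspase-3 and caspase-9 · Buffer or medium – pH 7.5 Hepes buffer with CHAPS, BSA, DTT · Also added – cytochrome c with DEVD-Rh110 · Times – 30 min compound preincubation, 50 min activation, room temperature · Technique – Rh110 fluorescence intensity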
# mIAP inh: blocks mouse intestinal alkaline phosphatase | purified mouse IAP, CDP-Star luminescence, 30 min | 0.2% of 330,000 active | inhibition, % at 10 µM | AID 2806;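 active means inhibition of at least 40% at 10 µM in the primary screen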;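 further: plate controls were DMSO with enzyme for no effect and no enzyme wells for full effect; values of inactives mirror those of a sister screen read the other way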
# mIAP act: increases mouse intestinal alkaline phosphatase activity; 0.24% of 330,000 active; muIAP, CDP-Star luminescence, 30 min; stronger effect = higher value; 1 = vehicle-only enzyme signal, 0 = enzyme-free wells; activation factor at 10 µM;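 active means activation factor of at least 2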; further: the source names both 10 and 20 µM as test concentration; values of inactives mirror those of a sister screen read the other way
#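 System: mouse IAP enzyme. Reagent: CDP-Star chemiluminescent phosphatase substrate. Benchmarks: DMSO wells, no-enzyme wells. Times: 30 min enzyme-substrate-compound incubation at room temperature. Detection: luminescence from enzymatic CDP-Star hydrolysis. Doses: test compounds delivered from DMSO solution.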
# hIAP act: increases human intestinal alkaline phosphatase activity. 0.16% of 330,000 active. purified human IAP, CDP-Star luminescence, 30 min; stronger effect = higher value; 1 = vehicle-only enzyme, 0 = enzyme-free background. AID 2524. P09923. activation factor at 10 µM;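 active means activation factor of the enzyme at least 2-fold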; further: the source names both 10 and 20 µM as test concentration; values of inactives mirror those of a sister screen read the other way
# Target sequence (P09923 whole entry, looked up): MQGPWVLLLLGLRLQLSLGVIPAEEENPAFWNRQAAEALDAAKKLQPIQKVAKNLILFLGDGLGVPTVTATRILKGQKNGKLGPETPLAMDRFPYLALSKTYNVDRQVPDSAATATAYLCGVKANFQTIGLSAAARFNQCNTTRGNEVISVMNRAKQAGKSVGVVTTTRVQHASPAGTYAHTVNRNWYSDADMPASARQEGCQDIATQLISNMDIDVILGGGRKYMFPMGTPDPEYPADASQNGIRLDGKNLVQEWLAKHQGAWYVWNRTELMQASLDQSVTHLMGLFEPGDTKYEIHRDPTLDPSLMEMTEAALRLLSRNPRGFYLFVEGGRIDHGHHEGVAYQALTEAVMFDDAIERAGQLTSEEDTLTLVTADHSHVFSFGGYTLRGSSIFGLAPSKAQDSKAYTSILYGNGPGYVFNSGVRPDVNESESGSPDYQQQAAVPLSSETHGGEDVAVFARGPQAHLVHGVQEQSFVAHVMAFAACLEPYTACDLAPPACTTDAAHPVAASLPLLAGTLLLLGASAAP
# NLRP3 yeast inh: blocks the NALP3 inflammasome reconstituted in yeast; Yeast reconstituted NLRP3/ASC/caspase-1, beta-gal luminescence, 24 h; inhibition, % at 10 µM; 0.39% of 330,000 active; AID 2825;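 active means inhibition of 50% or more; inactive means inhibition below 50%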;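 further: plate controls were induced DMSO wells for no effect and uninduced yeast grown without galactose for full effect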
# ATG4B inh: blocks human ATG4B protease cleavage of LC3 substrate; Q9Y4P1; ATG4B cleavage of LC3-PLA2, NBD-HPC fluorescence, 1 h; inhibition, % at 8.33 µM; 0.51% of 340,000 active; in the data active means inhibition above about 40%
# Target sequence (Q9Y4P1 whole entry, looked up): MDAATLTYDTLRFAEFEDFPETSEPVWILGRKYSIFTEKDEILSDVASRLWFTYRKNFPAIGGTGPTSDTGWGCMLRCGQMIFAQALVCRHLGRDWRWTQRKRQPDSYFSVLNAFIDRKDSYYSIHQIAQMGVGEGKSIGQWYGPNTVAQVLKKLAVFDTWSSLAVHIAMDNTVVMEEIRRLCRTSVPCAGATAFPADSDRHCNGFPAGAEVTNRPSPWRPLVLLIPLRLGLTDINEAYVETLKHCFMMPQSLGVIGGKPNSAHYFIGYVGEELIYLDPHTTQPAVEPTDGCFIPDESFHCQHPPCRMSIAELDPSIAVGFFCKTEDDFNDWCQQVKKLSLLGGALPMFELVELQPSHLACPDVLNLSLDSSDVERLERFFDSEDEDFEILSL
# tim10-1 inh: tim10-1 yeast growth inhibition. S. cerevisiae tim10-1 ts strain growth, BacTiter-Glo, 24 h. inhibition, % at 20 µM. 2.2% of 330,000 active. AID 463190;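 active means inhibition of at least 40%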;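 further: mutant grown at 25 °C; 0% = DMSO wells with yeast and 100% = wells holding no yeast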
# TIM10 inh: inhibits growth of TIM10 yeast strain; 1.4% of 330,000 active; S. cerevisiae TIM10 strain growth, BacTiter-Glo luminescence, 24 h; inhibition, % at 10 µM; AID 463195;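 active means inhibition of 40% or more at the single tested concentration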;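 further: wild-type TIM10 isogenic control strain grown at permissive 25 °C; 0% = DMSO yeast wells and 100% = minimal medium wells without yeast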
# hIAP block: human IAP inhibition; P09923; purified IAP, CDP-Star luminescence, 30 min; inhibition, % at 10 µM; 0.12% of 330,000 active;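 active means inhibition reaching a set limit with compound at 10 µM in the primary screen, cut at about 35% in these data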;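 further: plate controls were DMSO wells with enzyme for no effect and no-enzyme buffer wells for full effect; values of inactives mirror those of a sister screen read the other way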
# The depositor's hits bear a star; . = not tested or not shown.
# Every second line gives: Apaf-1 inh	mIAP inh	mIAP act	hIAP act	NLRP3 yeast inh	ATG4B inh	tim10-1 inh	TIM10 inh	hIAP block
CCOC(=O)CSc1ccc(C(=O)N2CCN(C)CC2)cc1[N+](=O)[O-]
  -11	1	0.99	1	-13	-10	5	0	-4
CCOC(=O)c1ccc(NC(=S)NNC(C)(C)C)cc1
  -12	4	0.96	0.88	28	-8	30	6	12
O=C(Nc1cc2c(cc1Cl)OCCCO2)c1ccccc1
  11	-6	1.1	0.97	33	-8	5	1	3
CCc1ccc(NC(=O)CO/N=C(\C)c2cc3ccccc3o2)cc1
  19	4	0.95	0.93	18	18	18	6	7
COc1ccc(CN(CC2CCC(C(=O)O)CC2)C(=S)Nc2cc(Cl)ccc2OC)cc1 (centres undefined)
  6	22	0.78	1.1	12	0	24	16	-9
CCCCn1cnc2c(oc3nc4c(cc32)CCCC4)c1=O
  -11	2	0.98	1.1	7	-3	-20	18	-6
CC1CCN(c2c(NCC3CCC(C(=O)NCc4ccccc4Cl)CC3)c(=O)c2=O)CC1 (centres undefined)
  11	-8	1.1	0.94	5	1	-6	8	6
COc1cc(OC)c(NC2c3ccccc3C(=O)N2c2cc(C)ccn2)cc1Cl (centres undefined)
  2	5	0.95	0.82	12	-14	13	12	18
O=C(Nc1nnc(S(=O)(=O)N2CCCC2)s1)c1ccccc1Br
  6	6	0.94	0.83	5	13	13	3	17
Cc1cc(C)n(Cc2ccc(Cl)nc2)n1
  5	-7	1.1	1.1	-12	-7	7	-28	-13
Cc1nc(N2CCCCC2)c(C#N)c(C)c1[N+](=O)[O-]
  10	1	0.99	0.93	22	3	-15	-46	7
COc1cc(F)ccc1S(=O)(=O)n1c(C)nc2ccccc21
  -3	-1	1	1.2	17	0	15	13	-22
O=C(NNC(=S)Nc1ccccc1)c1ccco1
  -9	8	0.92	0.94	8	0	11	-2	6
Cc1ccc(S(=O)(=O)N2CCN(C(=O)N3CCOCC3)C2C(C)C)cc1 (centres undefined)
  3	-5	1	0.98	14	3	-10	1	2
O=c1cc(N2CCCCC2)nc2n1CCCS2
  -7	0	1	1.1	2	-1	36	-9	-13
O=C(O)CN1C(=O)C(=O)N(Cc2ccc(Cl)cc2Cl)C1=O
  8	2	0.98	1	2	6	17	12	-3
CS(=O)(=O)N(CC(=O)NCc1ccco1)c1ccccc1Cl
  1	-5	1.1	0.94	2	-8	16	-13	6
Cn1c([N+](=O)[O-])cnc1COC(N)=O
  4	-1	1	0.94	-5	8	-7	0	6
CC(C)Oc1ccc(C(=O)/C=C2/C(=O)Nc3ccccc32)cc1
  8	9	0.91	0.94	65*	2	69*	76*	6
Cn1c(SCC(=O)Nc2ccc3c(c2)oc2ccccc23)nnc1-c1ccccc1
  2	-2	1	1.3	6	1	23	-1	-31

# As entered above:
# CCOC(=O)CSc1ccc(C(=O)N2CCN(C)CC2)cc1[N+](=O)[O-] | TIM10 inh = 0
# CCc1ccc(NC(=O)CO/N=C(\C)c2cc3ccccc3o2)cc1 | TIM10 inh = 6
# O=C(Nc1nnc(S(=O)(=O)N2CCCC2)s1)c1ccccc1Br | TIM10 inh = 3
# CS(=O)(=O)N(CC(=O)NCc1ccco1)c1ccccc1Cl | NLRP3 yeast inh = 2

# Other compounds:
# Every second line gives: Apaf-1 inh	mIAP inh	mIAP act	hIAP act	NLRP3 yeast inh	ATG4B inh	tim10-1 inh	TIM10 inh	hIAP block
CCOC(=O)C1=C(CNC(C)(C)CC(C)(C)C)NC(=O)NC1c1cccc([N+](=O)[O-])c1 (centres undefined)
  13	13	0.87	1.2	8	-6	17	-16	-18
CC(C)c1ccccc1
  -3	5	0.95	0.93	8	0	14	7	7
CC(=O)Nc1cc(-c2nn(C)c(=O)c3ccccc23)ccc1N1CCCCC1
  -1	11	0.89	0.96	-6	-7	21	25	4
O=c1[nH]c2ccccc2cc1CN(Cc1ccco1)S(=O)(=O)c1ccccc1
  12	4	0.96	0.82	14	-10	13	10	18
O=C(CN1C(=O)C2(OCCO2)c2cc(Br)ccc21)NO
  -25	-3	1	1.1	12	-11	-10	7	-6
Cc1ccc(SCC(=O)NC(=O)Nc2ccc3c(c2)OCCO3)c(C)c1
  -9	-11	1.1	0.96	13	-2	8	4	4
CC(=O)Nc1c(O)c2cccc3c2n(c1=O)CCC3
  2	-10	1.1	0.98	18	-5	-21	-5	2
O=C(COc1ccc(S(=O)(=O)N2CCOCC2)cc1Cl)NCc1ccco1
  5	13	0.87	0.91	10	-3	7	-12	9
Cc1ccc(-n2nc3c(c2NC(=O)c2ccco2)CS(=O)C3)c(C)c1 (centres undefined)
  -1	2	0.98	1	-7	0	-12	-2	-2
CCn1c(O)c(/C=C2\C=Nc3ccccc32)sc1=Nc1ccc(C)cc1
  -13	16	0.84	0.84	-6	29	4	6	16
CC1Cc2ccccc2N1C(=O)c1cnc2n(c1=O)CCS2 (centres undefined)
  2	1	0.99	1	7	1	-16	-9	-4
CC(Oc1cccc(Cl)c1)C(=O)NCCCCc1ccccc1 (centres undefined)
  10	6	0.94	1.1	15	4	7	18	-5
COc1ccc2c(c1)c(=O)c(C(=O)O)c(-c1ccc3c(c1)OCO3)n2C
  -9	7	0.93	1	3	-5	7	5	-5
O=C(c1ccc(Cl)cc1)C1CCCN(Cc2cccn2-c2cccnc2)C1 (centres undefined)
  13	0	1	0.9	16	16	-2	-21	10
Cc1ccc(S(=O)(=O)N(C)CC(=O)OCc2nnc(-c3ccccc3)o2)cc1
  -3	-3	1	1.1	8	-4	20	-9	-12
Cc1ccc(/C=C/C(=O)O)cc1S(=O)(=O)NCCCO
  -2	-2	1	0.91	9	4	16	4	9
O=C(Nc1ccccc1Br)c1cc[n+]([O-])cc1
  8	2	0.98	0.93	18	-2	1	13	8
CC(C)OP(=O)(OC(C)C)C(C)NC(=O)Cc1ccccc1 (centres undefined)
  -1	3	0.97	1.1	4	1	-14	5	-11
O=C(CN1C2CCC1CC(NC(=O)Nc1ccccc1)C2)NCc1ccco1 (centres undefined)
  -3	7	0.93	0.96	6	-17	7	11	4
O=C(CSc1nc2cc3c(cc2c(=O)n1CCC1=CCCCC1)OCO3)NCc1ccco1
  8	1	0.99	0.97	0	-4	8	3	2

# Next section
molecule | Apaf-1 inh | mIAP inh | mIAP act | hIAP act | NLRP3 yeast inh | ATG4B inh | tim10-1 inh | TIM10 inh | hIAP block
CC(C)[C@H](NC(N)=O)C(=O)NCCc1ccc(Cl)cc1 | 2 | 1 | 0.99 | 1.1 | 10 | 3 | -4 | -1 | -9
CCCS(=O)(=O)N1CCCC(C(=O)NCCCOCC)C1 (centres undefined) | -3 | -6 | 1.1 | 1.1 | -15 | 3 | -3 | 0 | -6
CCN(CC)c1ccc(/C=C(/C#N)c2nc3ccccc3[nH]2)c(OC(C)C)c1 | 10 | 31 | 0.69 | 0.8 | 36 | -2 | 30 | 23 | 20
Cc1cc(NC(=O)CSc2nc3ccccc3n2CCC#N)no1 | -4 | 3 | 0.97 | 1.1 | 4 | -3 | -17 | 3 | -6
CC(C)CCNC(=O)c1ccc2c(SCC(=O)O)c3c(nc2c1)CCC3 | -16 | 6 | 0.94 | 0.95 | 11 | 1 | -4 | -12 | 5
CC1CCN(C(=O)c2ccc(COc3ccccc3Cl)o2)CC1 | 15 | 6 | 0.94 | 1.2 | 15 | 20 | 9 | 2 | -16
CCOC(=O)Nc1cc(C)ccc1OC | 0 | 9 | 0.91 | 1 | -15 | -7 | 23 | 7 | -4
Cn1c(Cn2cnc3ccccc32)nc2ccccc21 | -7 | 33 | 0.67 | 1 | -7 | 0 | 2 | -9 | -4
COc1ccc2[nH]c(C(=O)N(Cc3ccccn3)Cc3ccccn3)cc2c1 | 1 | 5 | 0.95 | 0.86 | 9 | -4 | 26 | 20 | 14
CCN(Cc1ccccc1)C(=O)Cn1cnc2c1c(=O)n(C)c(=O)n2C | -3 | 5 | 0.95 | 0.92 | 7 | -13 | 5 | -8 | 8
CC(C)OC(=O)CSc1nc(-c2ccc(F)cc2)nc2ccc(F)cc12 | 2 | 7 | 0.93 | 0.92 | 3 | 1 | 4 | 9 | 8
C=CC[C@@H](CC(=O)NCCO)C(=O)N[C@@H](COC(=O)[C@@H](CC=C)Cc1ccc(F)cc1)Cc1c[nH]c2ccccc12 | 13 | -11 | 1.1 | 1.1 | 15 | -4 | 3 | -2 | -6
Nc1nc(SCC(=O)Nc2cccc(F)c2)n[nH]1 | -14 | 6 | 0.94 | 1.1 | -1 | -4 | 2 | 0 | -6
O=C(Nc1ccc(Cl)cc1)Nc1nnc(SCc2ccc(Cl)cc2)s1 | 0 | 3 | 0.97 | 1.2 | -14 | 11 | 6 | 8 | -19
O=C(O)COc1ccc(/C=C2\SC(=Nc3ccccc3)N(c3ccccc3)C2=O)cc1 | 6 | 12 | 0.88 | 0.93 | 18 | -5 | 19 | 12 | 7
O=C1Nc2ccc(Br)cc2/C1=C/C(=O)c1ccc2c(c1)OCO2 | -1 | 14 | 0.86 | 0.66 | 17 | 0 | 17 | 53* | 34
CCN(CC)CCCNC(=O)c1cn(CC)c2ccc(S(=O)(=O)N(C)C3CCCCC3)cc2c1=O | 2 | -3 | 1 | 1.2 | 6 | 2 | -2 | -9 | -23
CC(NC(=O)C(C)N1C(=O)c2ccccc2C1=O)c1ccccc1 (centres undefined) | -2 | -4 | 1 | 1.2 | 13 | -2 | -3 | 1 | -21
Cc1c([N+](=O)[O-])c([N+](=O)[O-])nn1CC(=O)NCc1cccnc1 | -2 | -6 | 1.1 | 1 | -4 | 5 | -8 | 4 | -4
C=C1c2cccc(OC)c2O[C@H](C(=O)OCC)[C@@H]1CC(CC)CCCC (some centres undefined) | 21 | 4 | 0.96 | . | . | 2 | 27 | 16 | .
Cc1cccc(CSc2nnc(NC(=O)c3ccco3)s2)c1 | 8 | -6 | 1.1 | 1 | 2 | 9 | 15 | -4 | -2
CCOc1ccc(NC(=O)c2nn(-c3ccc(OC)cc3OC)c(=O)c3ccccc23)cc1 | -5 | 4 | 0.96 | 0.99 | -6 | . | 6 | 8 | 1
O=C(O)COc1ccc(NC(=O)c2cccs2)cc1 | -4 | 9 | 0.91 | 0.91 | 2 | 6 | 7 | 14 | 9

# Arranged by SMILES length (low to high): part of the list above
molecule | Apaf-1 inh | mIAP inh | mIAP act | hIAP act | NLRP3 yeast inh | ATG4B inh | tim10-1 inh | TIM10 inh | hIAP block
CCOC(=O)Nc1cc(C)ccc1OC | 0 | 9 | 0.91 | 1 | -15 | -7 | 23 | 7 | -4
CC(NC(=O)C(C)N1C(=O)c2ccccc2C1=O)c1ccccc1 (centres undefined) | -2 | -4 | 1 | 1.2 | 13 | -2 | -3 | 1 | -21
Cc1c([N+](=O)[O-])c([N+](=O)[O-])nn1CC(=O)NCc1cccnc1 | -2 | -6 | 1.1 | 1 | -4 | 5 | -8 | 4 | -4

# Screening results as filed in PubChem BioAssay.
